Akt phos inh = Akt phosphorylation inhibition. Neuro2A IGF-stimulated pAkt S473 HTRF, 20 min; stronger effect = lower value. activity change, % for hits at 50 µM. actives 0.32% (n = 360,000). AID 651550; in the data active = activity change below about -80%; inconclusive = mostly about -51% to -80%; note: % is set by controls: 0 for no effect and ±100 for the full control effect
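Single-point screen (50 µM final compound) in Neuro2A cells stimulated 20 min with 6 nM IGF at 37 deg C. After lysis, Ser473-phosphorylated Akt read by HTRF (ex 330 nm, em 615/665 nm) as the 665/615 ratio.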
PTHR1 agonist = activates the human parathyroid hormone receptor PTHR1; Q03431; HEK293 GP2 PTHR1 cells, GloSensor cAMP luminescence, 1 h; Potency, µM (top dose mostly 115 µM), without a hit: top-dose activation, most hits filed as activators; actives 0.075% (n = 410,000); note: potency is the fitted concentration of half-maximal effect; nearly all actives have a fitted effect of over 55% in size; some results filed as inactive show a strong effect at the top dose; inactives centre near -15; many of its hits are not listed in these tables
Target sequence (Q03431 whole entry, looked up): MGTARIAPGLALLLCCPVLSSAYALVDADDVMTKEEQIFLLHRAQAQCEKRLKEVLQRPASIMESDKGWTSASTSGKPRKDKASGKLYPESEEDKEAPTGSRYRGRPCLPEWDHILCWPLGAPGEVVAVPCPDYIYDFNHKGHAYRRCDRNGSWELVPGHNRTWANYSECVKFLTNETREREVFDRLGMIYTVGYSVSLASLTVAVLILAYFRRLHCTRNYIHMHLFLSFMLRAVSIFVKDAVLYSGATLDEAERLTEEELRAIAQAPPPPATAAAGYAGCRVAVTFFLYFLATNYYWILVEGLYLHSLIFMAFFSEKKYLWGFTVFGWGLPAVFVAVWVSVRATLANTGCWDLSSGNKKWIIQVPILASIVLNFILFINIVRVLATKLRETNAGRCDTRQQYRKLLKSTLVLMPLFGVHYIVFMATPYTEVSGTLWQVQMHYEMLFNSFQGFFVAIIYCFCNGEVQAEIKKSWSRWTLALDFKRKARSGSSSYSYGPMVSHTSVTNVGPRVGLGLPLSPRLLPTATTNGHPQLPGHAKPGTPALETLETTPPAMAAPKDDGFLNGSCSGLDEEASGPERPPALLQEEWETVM
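HEK-293-derived GP2 cells expressing PTHR1 and a GloSensor cAMP reporter, 3,000/well, plated overnight, given luciferin plus IBMX (each 0.5 mM as added) for 1 h at 37 °C, then compound for 1 h at 37 °C. Luminescence was read after 15 min at room temperature.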
DRD3 antagonist = antagonists of human D3 dopamine receptor; D3R cells, DiscoveRx beta-arrestin luminescence, antagonist mode; stronger effect = lower value; max response, negative = inhibition, %; actives 2.5% (n = 360,000); AID 652054; in the data active = max response below about -50%; inconclusive = no clear call, values can overlap the other calls; note: % is set by controls: 0 for no effect and ±100 for the full control effect; mostly tested at two doses, the higher about 12 µM
Target sequence (P35462 whole entry, looked up): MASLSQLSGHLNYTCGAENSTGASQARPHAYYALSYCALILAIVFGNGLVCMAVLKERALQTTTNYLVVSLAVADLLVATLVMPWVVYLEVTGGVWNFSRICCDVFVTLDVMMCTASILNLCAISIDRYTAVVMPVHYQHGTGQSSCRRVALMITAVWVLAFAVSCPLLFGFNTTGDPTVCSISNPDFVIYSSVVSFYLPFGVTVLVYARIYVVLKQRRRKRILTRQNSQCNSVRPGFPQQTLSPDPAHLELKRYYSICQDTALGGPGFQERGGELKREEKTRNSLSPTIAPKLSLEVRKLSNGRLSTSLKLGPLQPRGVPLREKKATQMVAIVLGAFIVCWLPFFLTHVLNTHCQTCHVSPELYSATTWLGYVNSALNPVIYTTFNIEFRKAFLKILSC
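Cells expressing the human receptor were seeded at 1500 cells/well, incubated overnight at 37 degrees C in 5% CO2, then exposed to library compounds with dopamine controls for 90 minutes at 37 degrees C before luminescent detection.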
TDP43 rescue = TDP-43 toxicity inhibition in yeast; TDP-43 expressing yeast growth rescue, BacTiter-Glo, 24 h; Potency, µM (titrated, usually from 46.1 µM), for the others: at the top dose growth rescue (activation), usual class: activators; actives 1.8% (n = 410,000); AID 652104; note: potency is the fitted concentration of half-maximal effect; % of control where 0% means no effect; nearly all actives have a fitted effect of over 50% in size
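Yeast expressing TDP-43 (pregrown in raffinose, seeded at OD600=0.02 in galactose medium) exposed to compounds 24 hr at 30 deg C. Growth read by BacTiter-Glo luminescence; rescue of toxicity appears as increased signal.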
FUS yeast rescue = FUS proteinopathy suppression in yeast; Potency, µM (doses to about 76.6 µM), for the others: top-dose growth rescue (activation), usual class: activators; S. cerevisiae FUS-expressing, growth rescue, OD600, 24 h; AID 1347120; actives 0.24% (n = 390,000);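 note: potency is the fitted concentration of half-maximal effect; plate controls were DMSO vehicle for no effect and reference control for full effect; nearly all actives have a fitted effect of over 55% in size; some results filed as inactive show a strong effect at the top dose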
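Steps: raffinose overnight preculture; dilution to OD 0.005 in 2% galactose minimal medium; compound addition (concentration series); 24hr at 30C, 99% humidity; absorbance read at 600 nm.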
GLP-1R agonist = agonists of human GLP-1 receptor | P43220 | HEK293 GLP-1R CRE-luciferase, luminescence, 4-6 h; cells express a hypersensitive GLP-1R form | Potency, µM (series often up to 45.6 µM), for inactives: top-dose activation, actives largely listed as activators | actives 0.007% (n = 380,000) | AID 624172; note: potency is the fitted concentration of half-maximal effect; % of control where 0% means no effect
aSyn yeast inh = alpha-synuclein toxicity inhibition in yeast. Yeast expressing alpha-synuclein, growth rescue, BacTiter-Glo, 24 h. Potency, µM (series often up to 46.1 µM), without a hit: at the highest dose growth rescue (activation), usual class: activators. actives 0.14% (n = 370,000); note: potency is the fitted concentration of half-maximal effect; % of control where 0% means no effect; nearly all actives have a fitted effect of over 65% in size
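Galactose-induced alpha-syn yeast (OD600=0.02, raffinose-pregrown) + pinned cpd, 24 hr, 30 deg C; growth by BacTiter-Glo luminescence. Growth restoration scores as activation.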
GLP1R inv ag = acts as inverse agonist at human GLP-1 receptor; P43220; HEK293 GLP-1R CRE-luciferase, luminescence, 24 h; GLP-1R form is constitutively active; Potency, µM (top dose mostly 38.3 µM), for the others: at the top dose activity change, negative = inhibition, usual class: inhibitors; actives 1.6% (n = 410,000); AID 624417; note: potency is the fitted concentration of half-maximal effect; % is set by controls: 0 for no effect and ±100 for the full control effect; nearly all actives have a fitted effect of over 55% in size
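Using stably transfected HEK293 (constitutively active GLP-1R, cAMP-luciferase reporter), compounds were incubated 24 hr and luciferase measured by luminescence.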
Abeta yeast res = A-beta toxicity reversal in yeast. actives 0.063% (n = 410,000). Potency, µM (series often up to 46.1 µM), inactives show at the highest dose growth rescue, actives largely listed as activators. yeast expressing A-beta42, growth rescue, OD600, 48 h; response scale: 0% DMSO, 100% iron-clioquinol control; note: potency is the fitted concentration of half-maximal effect; nearly all actives have a fitted effect of over 55% in size
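Growth rescue measured by 600 nm absorbance after 48 h yeast culture at 30 C with compound. Values normalized between DMSO and an equimolar ferric chloride plus clioquinol control.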
Numbers without * were called inactive; i = inactive; ? = inconclusive; . = not tested or not shown; [ ] = remark or other dose. Unless noted, calls come from the whole dose curve; as a rule, active = well fitted curve in the direction sought with a large enough effect; inconclusive = small, poorly fitted or top-dose-only effect, or another doubt; inactive = no such curve, though single readings can be large; an effect the other way counts as inactive or inconclusive. The list is partial, so the mix of outcomes need not match the whole.

Preview:
SMILES	Akt phos inh	PTHR1 agonist	DRD3 antagonist	TDP43 rescue	FUS yeast rescue	GLP-1R agonist	aSyn yeast inh	GLP1R inv ag	Abeta yeast res
CCCn1c(N)c(N(CCOC)C(=O)CSCC(=O)Nc2ccc(OC)cc2)c(=O)[nH]c1=O	i	i	19	15%	3%	0%	-8%	17%	5%
O=C(CN1CCOCC1)Nc1ccc2c(c1)OCO2	i	i	17	0%	13%	-3%	4%	15%	1%

The whole of this part, from the first entry:
SMILES	Akt phos inh	PTHR1 agonist	DRD3 antagonist	TDP43 rescue	FUS yeast rescue	GLP-1R agonist	aSyn yeast inh	GLP1R inv ag	Abeta yeast res
CCCn1c(N)c(N(CCOC)C(=O)CSCC(=O)Nc2ccc(OC)cc2)c(=O)[nH]c1=O	i	i	19	15%	3%	0%	-8%	17%	5%
O=C(CN1CCOCC1)Nc1ccc2c(c1)OCO2	i	i	17	0%	13%	-3%	4%	15%	1%
COC(=O)c1ccccc1NC(=O)CN1CCC(C)CC1	i	-11%	0	1%	11%	17%	-1%	-26%	1%
Cc1ccc(NC(=O)CSc2nnc(CNC(=O)c3c(F)cccc3Cl)o2)cc1	i	i	-1	5%	6%	4%	10%	1%	6%
COc1ccc(N2CCN(CC(=O)Nc3cccc(S(=O)(=O)N4CCOCC4)c3)CC2)cc1	i	-26%	6	7%	.	2%	1%	-4%	5%
COc1ccc(OC)c(NC(=O)c2sc3nc4c(cc3c2N)CCCCCC4)c1	.	i	.	19%	19%	.	.	-5%	-10%
O=C(c1ccccc1Nc1ccc(SC(F)F)cc1)N1CCCCC1	i	i	0	19%	29%	-3%	24%	?	-13%
CSc1ncccc1C(=O)OCC(=O)c1ccccc1	i	-9%	11	?	-21%	10%	1%	1%	3%
CC(C)N(C(=O)COC(=O)c1ccc(O)cc1)C(C)C	i	-2%	22	11%	7%	-4%	3%	3%	25%
CC(C)CC(NC(=O)C1CCCCC1)C(=O)N1CCN(c2ccccn2)CC1 (configuration not stated)	i	i	-10	-13%	23%	-4%	-1%	0%	-5%
Cc1nc2ccc([N+](=O)[O-])cc2[nH]1	i	i	-2	-20%	3%	9%	-6%	13%	-3%
COc1cccc(-c2cnc3c(NC(C)=O)cc(-c4ccncc4)cn23)c1	i	2%	10	1%	-2%	?	-37%[inhibitor]	-48%	-18%
CCNC(=O)NC(=O)CSc1nc2ccccc2n1CCOC	i	i	15	13%	.	3%	-9%	-3%	-10%
COc1cccc(CNC(=O)C(=O)Nc2ccc3nc4n(c(=O)c3c2)CCCCC4)c1	.	i	.	?	-24%	.	.	21%	-3%
O=C(NCc1nnc(SCc2ccc(F)cc2)n1-c1ccc(F)cc1)C12CC3CC(CC(C3)C1)C2	i	i	4	-2%	?	2%	6%	7.1µM*	24%

A few values from the entries so far.
Value for `CC(C)N(C(=O)COC(=O)c1ccc(O)cc1)C(C)C` in PTHR1 agonist: -2%
Value for `CCNC(=O)NC(=O)CSc1nc2ccccc2n1CCOC` in Abeta yeast res: -10%
Value for `Cc1ccc(NC(=O)CSc2nnc(CNC(=O)c3c(F)cccc3Cl)o2)cc1` in aSyn yeast inh: 10%
Value for `CCCn1c(N)c(N(CCOC)C(=O)CSCC(=O)Nc2ccc(OC)cc2)c(=O)[nH]c1=O` in aSyn yeast inh: -8%
Value for `COc1ccc(N2CCN(CC(=O)Nc3cccc(S(=O)(=O)N4CCOCC4)c3)CC2)cc1` in GLP1R inv ag: -4%
Value for `CSc1ncccc1C(=O)OCC(=O)c1ccccc1` in Abeta yeast res: 3%
Value for `COc1cccc(-c2cnc3c(NC(C)=O)cc(-c4ccncc4)cn23)c1` in Abeta yeast res: -18%

The list goes on.
SMILES	Akt phos inh	PTHR1 agonist	DRD3 antagonist	TDP43 rescue	FUS yeast rescue	GLP-1R agonist	aSyn yeast inh	GLP1R inv ag	Abeta yeast res
O=C(NCC(=O)N(c1cccnc1)C(C(=O)NC1CCCCC1)c1ccccc1)c1ccco1 (configuration not stated)	i	i	-1	-1%	-3%	0%	3%	14%	-9%
O=C(O)c1ccc(CN2CCCCC2)o1	i	i	1	-17%	-23%	5%	-5%	-7%	12%
O=C(Cc1ccccc1Cl)Nc1cccc(S(=O)(=O)N2CCCCCC2)c1	i	-24%	-6	0%	33%	20%	-5%	?	4%
Cc1nn(C(=O)c2cccnc2)c(C)c1Sc1ccc(Br)cc1	i	i	9	?	18%	22%	20%	?	-15%
CC1CCCCN1C(=O)CCn1c(=O)oc2ccccc21 (configuration not stated)	i	-10%	-3	3%	2%	4%	1%	-1%	-1%
CCOc1cc(C(=O)Nc2cccc3ncccc23)cc(OCC)c1OCC	i	i	-17	-17%	20%	7%	5%	-4%	9%
COC(=O)c1cc2sccc2n1Cc1c(C)cc(C)cc1C	.	-8%	.	13%	-8%	.	.	1%	-2%
COc1cccc(/C=C/C(=C2/C(=O)N(c3ccccc3)N=C2C)c2ccccc2)c1OC	i	i	3	-3%	.	-1%	4%	13%	1%
O=C(CN1CCN(S(=O)(=O)c2ccccc2)CC1)Nc1cccc(C(F)(F)F)c1	i	-21%	-18	0%	33%	3%	-2%	4.5µM*	-1%
CC(C)C(C(=O)O)N1C(=O)/C(=C/c2cccn2C)SC1=S (configuration not stated)	i	i	-28	9%	22%	0%	5%	-28%	4%
CCc1ccc(N(C(=O)c2ccoc2C)C(C(=O)NC2CCCC2)c2ccc(OC)cc2)cc1 (configuration not stated)	i	i	-26	-15%	-6%	-4%	0%	10µM*	12%
NS(=O)(=O)c1ccc(CCNCc2ccccc2OCc2ccc(Cl)cc2)cc1	i	-21%	0	0%	5%	-5%	-3%	7.9µM*	3%
CN(C(=O)c1ccc(-c2nn(C)c(=O)c3ccccc23)cc1)C1CCCCC1	i	-25%	2	?	22%	13%	2%	-9%	6%
COc1ccc(N2CCN(S(=O)(=O)CCNC(=O)c3cccs3)CC2)cc1	i	-33%	13	-17%	-1%	-7%	-2%	6%	1%
COc1ccc(NS(=O)(=O)c2ccc(NC(=O)C(C)(C(F)(F)F)C(F)(F)F)cc2)nn1	i	i	-19	-4%	?	-16%	19%	-16%	10%
CC(C)CNc1ncnc2c1ncn2[C@H]1CN(Cc2ccco2)C[C@@H](CO)O1	i	i	0	14%	-13%	-1%	-3%	25%	0%
O=C(NCCCN1CCCC(O)C1)c1cc(COc2ccc(F)cc2F)on1 (configuration not stated)	i	4%	-9	8%	15%	5%	-7%	-21%	-17%
CCOc1ccc2nc(NC(=O)C3=NNC(=O)CC3)sc2c1	i	i	12	-5%[9.22 µM]	-2%	7%	2%	16%	-9%
CCC(c1nnnn1C1CCCC1)N1CCN(Cc2ccccc2)CC1 (configuration not stated)	i	-16%[57.5 µM]	-65*	-10%	25%	8%	-1%	-10%	2%
CCNC(=S)NCc1ccc(OC)c(OC)c1	i	i	7	20%[9.22 µM]	1%	1%	-1%	5%	-11%
CCC(CC)NC(=O)COC(=O)c1ccc(OCC(=O)Nc2ccccc2OC)c(OC)c1	i	i	-5	-3%	12%	-12%	-9%	2%	8%
O=C(Cn1c2c(c(-c3ccccc3Cl)cc1=O)CCC2)NCCCN1CCOCC1	i	-15%	9	-10%	9%	14%	1%	?	-3%
CCN(Cc1cccc(OC)c1)CC1CCCN(CCc2cccc(OC)c2)C1 (configuration not stated)	i	-21%	-9	8%	-10%	11%	-7%	?	-11%
Cc1ccc(NC(=O)Cn2cnc3c(cnn3C(C)(C)C)c2=O)cc1	i	i	?	-11%	0%	6%	15%	?	-22%
CC(=O)c1c(C)[nH]c(C(=O)CSc2nnc(-c3cccs3)n2Cc2ccccc2)c1C	.	-8%[57.5 µM]	52	-11%	?	5%	7%	-15%	8%

Sorted by value in FUS yeast rescue (ascending): some entries from above.
SMILES	Akt phos inh	PTHR1 agonist	FUS yeast rescue	GLP-1R agonist	GLP1R inv ag
CCN(Cc1cccc(OC)c1)CC1CCCN(CCc2cccc(OC)c2)C1 (configuration not stated)	i	-21%	-10%	11%	?
O=C(NCCCN1CCCC(O)C1)c1cc(COc2ccc(F)cc2F)on1 (configuration not stated)	i	4%	15%	5%	-21%
CCOc1cc(C(=O)Nc2cccc3ncccc23)cc(OCC)c1OCC	i	i	20%	7%	-4%
O=C(c1ccccc1Nc1ccc(SC(F)F)cc1)N1CCCCC1	i	i	29%	-3%	?

Screening data (PubChem BioAssay)
